RGS4 inh = blocks human RGS4-accelerated GTP hydrolysis. P49798. Transcreener GDP fluorescence polarization, RGS4-accelerated GTP hydrolysis. Potency, µM (top dose mostly 114 µM), for inactives: top-dose activity change, negative = inhibition, hits mostly inhibitors. 0.039% of 390,000 active; also: % is scaled to controls: 0 for no effect and ±100 for the full control effect; nearly all actives have a fitted effect of over 75% in size; some results filed as inactive show a strong effect at the top dose
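MLSMR compounds (23 nl, pin-transferred) preincubated 10 min at room temperature with a 500nM (2x) first reagent, then RGS4 at 900nM (2x) plus Transcreener GDP mix added; fluorescence polarization (620/688 nm) read before and after 90 min at 30 °C.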
12-LOX inh = ALOX12 (human) lipoxygenase inhibition; P18054; Potency, µM (series often up to 108 µM), without a hit: at the top dose activity change, negative = inhibition, most hits filed as inhibitors; 1.1% of 580,000 active; AID 1671190; purified 12hLO, xylenol orange hydroperoxide absorbance; also: % is scaled to controls: 0 for no effect and ±100 for the full control effect
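Purified human 12hLO at 150 nM in 25 mM Hepes, 0.01% Triton X-100, pH 7.0, preincubated 15 min at room temperature with compound. Reaction started with 40 uM arachidonic acid, 30 min at room temperature. Hydroperoxide measured by Fe-xylenol orange, 573/405 nm absorbance ratio.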
Pin1 inh = inhibitors of human Pin1; Pin1 FP peptide displacement, HiFluor488, 10 min; 0.009% of 390,000 active; AID 504891; Potency, µM (top dose mostly 115 µM), without a hit: top-dose activity, negative = inhibition, actives largely listed as inhibitors; Q13526; active = well fitted inhibition curve with a large enough effect in the polarisation, with a control signal flat, not every such curve was filed as active; inconclusive = small, poorly fitted or top-dose-only effect, or effect the other way, or a change in a side signal; inactive = no such curve, though single readings can be large or run the other way; the % refers to the polarisation; also: % is scaled to controls: 0 for no effect and ±100 for the full control effect
Target sequence (Q13526 whole entry, looked up): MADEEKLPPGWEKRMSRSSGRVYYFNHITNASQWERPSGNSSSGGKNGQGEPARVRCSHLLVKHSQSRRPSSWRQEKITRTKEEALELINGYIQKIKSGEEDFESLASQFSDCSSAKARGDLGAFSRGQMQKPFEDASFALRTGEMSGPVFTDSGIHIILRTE
JMJD2A Tudor = blocks the human JMJD2A Tudor domain | AlphaScreen JMJD2A-Tudor / H3K4me3 peptide binding | Potency, µM (titrated, usually from 114 µM), without a hit: at the highest dose activity change, negative = inhibition, hits mostly inhibitors | 4.4% of 390,000 active | O75164; also: % is scaled to controls: 0 for no effect and ±100 for the full control effect; nearly all actives have a fitted effect of over 50% in size
Tb PGK inh = inhibitors of T. brucei phosphoglycerate kinase. PGK/GAPDH coupled, Kinase-Glo luminescence, 60 min. Potency, µM (series often up to 57.5 µM), for the others: at the top dose activity change, negative = inhibition, usual class: inhibitors. 0.043% of 380,000 active. AID 602233; also: % is scaled to controls: 0 for no effect and ±100 for the full control effect; nearly all actives have a fitted effect of over 60% in size
Target sequence (P07378 whole entry, looked up): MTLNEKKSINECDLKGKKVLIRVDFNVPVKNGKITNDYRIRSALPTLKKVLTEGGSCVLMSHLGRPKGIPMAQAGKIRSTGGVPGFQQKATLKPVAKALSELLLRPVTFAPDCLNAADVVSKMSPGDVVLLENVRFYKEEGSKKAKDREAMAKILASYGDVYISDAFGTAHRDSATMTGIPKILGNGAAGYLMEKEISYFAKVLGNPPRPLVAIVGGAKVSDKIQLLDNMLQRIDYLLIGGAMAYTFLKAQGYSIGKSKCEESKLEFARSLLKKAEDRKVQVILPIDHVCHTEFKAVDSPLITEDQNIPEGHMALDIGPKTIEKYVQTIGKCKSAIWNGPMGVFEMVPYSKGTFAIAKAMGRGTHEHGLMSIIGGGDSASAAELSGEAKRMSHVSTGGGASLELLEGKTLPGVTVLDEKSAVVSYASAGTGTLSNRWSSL
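Luminescent ATP detection (Kinase-Glo Plus) follows a 60-minute room-temperature incubation, with wells lacking PGK as controls. Buffer: 100 mM TEA (pH 7.6), 5 mM MgCl2, 0.01% Tween-20. Coupling enzyme GAPDH (100 nM final) supplies unstable 1,3-BPG in-well.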
HP1b chromo inh = blocks HP1-beta chromodomain binding to methylated histone tails; P83916; AlphaScreen HP1-beta / biotin-H3K9me3 peptide binding; Potency, µM (highest dose often 114 µM), for the others: at the top dose activity change, negative = inhibition, usual class: inhibitors; 0.56% of 390,000 active; AID 540317; also: nearly all actives have a fitted effect of over 70% in size; inactives centre near 23
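AlphaScreen: HP1-beta (50 nM) preformed 30 min with biotin-H3(1-18)K9me3 peptide (50 nM) in PBS pH 7.4, 0.01% Tween-20. Compound added for 30 min at RT, then streptavidin donor/nickel chelate acceptor beads (10 ug/mL) for 30 min.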
GLS inhibitor = inhibitors of human glutaminase (GLS). O94925. GLS enzymatic activity, qHTS titration. Potency, µM (highest dose often 45.5 µM), inactives show top-dose activity change, negative = inhibition, actives largely listed as inhibitors. 0.21% of 410,000 active. AID 624170; also: % is scaled to controls: 0 for no effect and ±100 for the full control effect
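hKGA in 45 mM KH2PO4 pH 8.2, 0.02% Tween-20 with pin-transferred compounds; 1 mM L-glutamine (stock) plus glutamate oxidase/HRP/Amplex Red coupling added. Fluorescence read initially and after 30 min at RT.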
ERG Ets-DNA blk = inhibitors of human ERG Ets domain-DNA interaction; Potency, µM (doses to about 76.9 µM), without a hit: at the highest dose FP activity, negative = inhibition, actives largely listed as inhibitors; P11308; 0.028% of 370,000 active; fluorescence polarization, His-ERG Ets domain / labelled DNA; active = well fitted inhibition curve with a large enough effect in the polarisation, with a control signal flat; inconclusive = small, poorly fitted or top-dose-only effect, or effect the other way, or a change in a side signal; inactive = no such curve, though single readings can be large or run the other way; the % refers to the polarisation;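 also: polarization taken with two DNA probes labelled with fluorescein and Texas red; % of control where 0% means no effect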
Target sequence (P11308 whole entry, looked up, the tested form may be a part): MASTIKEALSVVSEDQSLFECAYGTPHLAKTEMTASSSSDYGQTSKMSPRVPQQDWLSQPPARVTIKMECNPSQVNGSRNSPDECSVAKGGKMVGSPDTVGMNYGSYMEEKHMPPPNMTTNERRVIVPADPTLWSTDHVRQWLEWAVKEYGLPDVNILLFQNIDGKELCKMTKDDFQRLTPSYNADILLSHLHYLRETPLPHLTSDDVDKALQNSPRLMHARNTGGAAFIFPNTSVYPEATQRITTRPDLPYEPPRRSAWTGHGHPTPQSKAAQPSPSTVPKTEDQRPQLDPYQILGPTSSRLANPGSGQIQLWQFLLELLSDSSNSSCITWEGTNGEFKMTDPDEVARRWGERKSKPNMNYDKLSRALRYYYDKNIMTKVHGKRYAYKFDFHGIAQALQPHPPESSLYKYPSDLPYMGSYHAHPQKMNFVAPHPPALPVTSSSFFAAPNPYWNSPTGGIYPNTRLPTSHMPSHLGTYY
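His-tagged ERG Ets domain (1 uM in the protein solution; 300mM KCl, 50mM Tris-HCl, 1mM EDTA, 1mM DTT, pH 7.5) received compound, then a probe mix of 5 nM fluorescein-DNA and 100nM Texas-615-DNA. Fluorescence polarization was read for both dyes.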
TrxR1 inh = blocks rat thioredoxin reductase 1. O89049. recombinant rTrxR1, NADPH fluorescence consumption, selenite substrate. Potency, µM (doses to about 114 µM), for inactives: top-dose activity change, negative = inhibition, usual class: inhibitors. 1% of 390,000 active. AID 588453; also: % is scaled to controls: 0 for no effect and ±100 for the full control effect; nearly all actives have a fitted effect of over 65% in size
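Rat TrxR1 (90 nM in the dispensed reagent) was pre-reduced with 400 uM NADPH for 5 min at room temperature, then incubated with compound for 15 min. After 400 uM selenite was added, NADPH fluorescence (Ex 340/Em 450 nm) was followed for 8 min.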
An asterisk follows results filed as active; i = inactive; ? = inconclusive; nt = no result given; & = joins results of further samples; [ ] = another dose, or the depositor's remark. Unless noted, calls follow the shape of the dose curve; as a rule, active = well fitted curve in the direction sought with a large enough effect; inconclusive = small, poorly fitted or top-dose-only effect, or another doubt; inactive = no such curve, though single readings can be large; an effect the other way counts as inactive or inconclusive. Potency is read from the fitted curve at half-maximal effect. Some of the compounds tested; count on the stated rates, not on these rows.

SMILES	RGS4 inh	12-LOX inh	Pin1 inh	JMJD2A Tudor	Tb PGK inh	HP1b chromo inh	GLS inhibitor	ERG Ets-DNA blk	TrxR1 inh
CC(C)C(NC(=O)c1ccc(C(C)(C)C)cc1)C(=O)NCC(c1ccccc1)N(C)C (centres undefined)	5.3%	-3.3%	-2.4%	-18.0%	-1.7%	25.5%	-7.1%	0.4%	20.2%
O=C(COc1ccccc1F)NNC(=O)c1ccc2c(=O)n3c(nc2c1)CCC3	-5.4%	8.6%	-5.6%	-4.7%	i	34.0%	-2.0%	13.0%	1.7%
CCOC(=O)C1=C(C)N(C)C(C)=C(C(=O)OCC)C1c1cccnc1	12.4%	0.0%	6.3%	-9.0%	3.0%	22.7%	10.3%	-9.4%	-14.8%[57.1 µM]
CCn1c(O)c(N=NC(=O)Cc2csc(N3CCOCC3)n2)c2ccccc21	6.6%	-0.6%	-2.3%	-33.8%	-2.6%	8.4%	-24.6%	4.1%	24.9%[57.1 µM]
CC1CCN(S(=O)(=O)N2CCCC(C(=O)NCc3ccccc3Cl)C2)CC1 (centres undefined)	11.7%	2.7%	-1.2%	1.0%	i	30.7%	2.5%	1.7%	14.4%
O=C(Nc1ccc(Cl)cn1)c1ccc(COCC(F)(F)C(F)F)o1	0.5%	-13.5%	-11.2%	12.6%	i	24.1%	-1.4%	-0.1%	0.4%[57.1 µM]
CCOc1ccccc1N1CC(C(=O)Nc2ccccc2N2CCOCC2)CC1=O (centres undefined)	-29.7%	0.0%	-0.7%	-20.0%	-2.7%	22.3%	-0.2%	-6.3%	22.3%[57.1 µM]
Cc1c(C(=O)Nc2ccc(S(=O)(=O)Nc3ncccn3)cc2)oc2ccc(Cl)cc12	2.3%	?	5.5%	-18.8%	i	9.1%	7.2%	1.6%	15.9%
CCOC(=O)C1C(=O)NC(C(=O)OCC)(C(=O)OCC)C1C(C)CC (centres undefined)	-7.8%	-25.9%	-2.0%	-8.3%	8.6%	14.5%	-9.9%	8.5%	-15.5%
Cc1ccc(C)c(CN2C(=O)c3ccccc3Sc3ccc(C(=O)NCc4ccc5c(c4)OCO5)cc32)c1	10.4%	0.4%	14.4%	-17.8%	7.3%	20.1%	5.5%	-9.6%	36.0%[activator]
CCOC(=O)C1=C(C)NC(C)=C(C(=O)OCC)C1c1ccco1	4.8%	-10.3%	4.2%	-14.3%	-5.4%	15.4%	15.1%	6.5%	-3.4%
COc1ccc(-c2nn3c(=O)c(C)nnc3s2)cc1	8.1%	nt	-1.4%	-12.6%	-1.8%	22.3%	1.3%	-6.2%	5.0%
COc1ccc(S(=O)(=O)N2CCCCC2C(=O)O)cc1OC (centres undefined)	-9.0%	-18.8%	0.7%	-1.4%	-2.1%	17.7%	4.7%	-2.2%	0.8%
CC(=O)Nc1ccc(S(=O)(=O)N(C)C2CCN(C)CC2)cc1	-2.6%	-4.3%	0.7%	-14.7%	-0.4%	18.2%	50.0%[activator]	-9.3%	1.3%[57.1 µM]
CCC(C)n1c(SCc2ccc([N+](=O)[O-])cc2)nc2ccsc2c1=O (centres undefined)	-12.6%	6.0%	-13.4%	-23.3%	i	15.9%	-7.0%	4.4%	6.0%[57.1 µM]
COCCCN(Cc1ccccn1)S(=O)(=O)Cc1ccccc1	-2.1%	-6.1%	8.3%	11.5%	-4.0%	14.9%	1.9%	8.9%	9.3%[57.1 µM]
COc1ccc(C(=O)Nc2ncc(C)s2)cc1S(=O)(=O)N1CCCC1	4.5%	0.5%	1.3%	-29.2%	5.5%	-7.4%	14.8%	-3.9%	6.3%[57.1 µM]
Cc1nc(NS(=O)(=O)c2cccc([N+](=O)[O-])c2)sc1C(C)(C)C	-3.9%	-18.3%	-12.7%	-41.7%	-3.3%	-14.7%	12.3%	3.3%	19.7%
COc1ccc(NC(=O)CN(C)C(=O)c2c(C)nn(-c3ccccc3)c2Cl)cc1	-7.2%	nt	-6.4%	-8.2%	i	-3.8%	-0.9%	-5.6%	20.1%
COC(=O)c1ccccc1NC(=S)NC(=O)COc1ccc(C(C)C)cc1	-18.5%	?	3.2%	-22.6%	1.2%	6.2%	2.5%	-2.2%	-4.1%
COC(=O)c1c(NC(=O)CCCOc2ccc(C)cc2)sc2c1C(C(=O)OC)CC2 (centres undefined)	?	-42.8%	25.7%	-22.9%	-7.7%	?	-9.7%	1.4%	-22.9%
COc1ccc(C2NC(=O)NC(C)=C2C(=O)Nc2cc(C)cc(C)c2)c(OC)c1 (centres undefined)	27.6%	-8.0%	-7.4%	-18.0%	-1.7%	-0.7%	-0.7%	-1.6%	8.8%
CCOC(=O)N1CCN(C(=O)c2ccccc2NC(=O)COc2ccccc2C)CC1	-4.7%	9.1%[57.4 µM]	-11.3%	-1.4%	-2.5%	29.5%	1.7%	-9.5%	35.4%[57.1 µM]
Cc1cccc(S(=O)(=O)NCCC(=O)OCC(=O)Nc2ccc(C#N)cc2)c1	-40.9%	12.2%	-1.7%	-33.7%	i	10.1%	-6.0%	0.2%	19.5%[57.1 µM]
COc1ccc(OC)c(/C=C(\NC(=O)c2ccccc2)C(=O)N/N=C/c2ccc(C)s2)c1	-2.2%	14.7%	?	-15.7%	-1.7%	23.6%	5.7%	nt	18.5%
O=C(Nc1ccccc1C(=O)N1CCCCC1)c1cc(F)c(F)cc1Cl	-21.7%	14.9%	-1.5%	-2.1%	-6.3%	20.4%	5.8%	13.0%	16.6%
Cc1ccc(C(=O)Nc2cccc(C(=O)O)c2)cc1S(=O)(=O)N1CCCC1	-6.5%	-3.7%&-12.0%	0.9%	-2.6%	8.9%	38.6%	2.2%	3.5%	4.5%
COc1ccc(NC(=O)N2CCCCCC2)cc1OC	-18.1%	0.0%	-4.2%	-9.6%	-9.2%	21.4%	10.8%	-2.2%	33.7%
CCc1ccc(CN(Cc2ccco2)c2cnc(S(C)(=O)=O)nc2C(=O)Nc2ccc(C)c(Cl)c2)cc1	5.9%	1.6%	?	-30.1%	3.1%	32.1%	3.4%	0.0%	2.7%
CC(C)Oc1ccc(C(CC(=O)O)NC(=O)CSc2ncn[nH]2)cc1 (centres undefined)	22.1%	0.0%	1.1%	-5.9%	-2.1%	14.1%	9.5%	1.4%	9.4%[57.1 µM]
COCCN1CCN(c2c(C)c(C)nc3cc(-c4cccc(OC)c4)nn23)CC1	30.2%	5.1%	-5.8%	-3.4%	-11.6%	3.5%	-5.7%	-5.2%	18.1%
O=C(CCC1CCCCC1)NCCN1C2=NC[C@H](Cc3ccccc3)N2C[C@H]1Cc1ccc(O)cc1	18.3%	-25.2%	4.6%	-31.9%	-1.0%	5.2%	8.1%	5.4%	13.0%
c1ccc(CCn2nnnc2C(c2cccnc2)N2CCOCC2)cc1 (centres undefined)	2.7%	8.9%	-3.7%	-2.2%	-1.5%	28.8%	-5.0%	-7.9%	13.7%[57.1 µM]
CN1CCN(C(=O)CCc2ncc(C(F)(F)F)cc2Cl)CC1	-8.5%	9.6%	-4.1%	-1.7%	i	3.8%	-1.4%	9.7%	-14.8%[57.1 µM]
O=C(COc1ccc(Cl)cc1)Nc1c(-c2cccs2)nc2ccccn12	?	-21.4%	?	-14.1%	2.2%	40.1%[activator]	8.4%	7.9%	7.9%[57.1 µM]
O=C1CCN(Cc2ccccc2)CCN1[C@H](COc1ccccc1)Cc1ccccc1	15.6%	0.9%	-2.3%	?	i	-23.8%	-1.1%	9.4%	24.9%&6.5%
NC(=O)NCC1CC1	26.0%	2.6%	2.0%	-5.6%	-5.2%	23.9%	-0.1%	-5.8%	16.9%[57.1 µM]
CN(CC(=O)Nc1cccc(F)c1)C(=O)c1ccc2c(c1)S(=O)(=O)N=C1CCCCCN12	-2.7%	-21.8%	-5.8%	-7.1%	i	25.0%	12.2%	nt	-2.5%
Nc1nc(SCC(=O)NC2CCCCC2)n[nH]1	-13.8%	-11.0%	-0.3%	-17.2%	-0.7%	21.8%	21.4%	-3.6%	18.1%
CC(C)(C)NC(=O)C(c1ccncc1)N(C(=O)Cn1nnc(-c2ccc(F)cc2)n1)c1ccccc1F (centres undefined)	50.6%	0.3%	-0.3%	-9.8%	3.7%	16.4%	16.2%	-5.8%	-2.7%[57.1 µM]

Four entries out of the list, ordered by molar mass, largest number first.
SMILES	RGS4 inh	12-LOX inh	Pin1 inh	JMJD2A Tudor	Tb PGK inh	HP1b chromo inh	GLS inhibitor	ERG Ets-DNA blk	TrxR1 inh
O=C1CCN(Cc2ccccc2)CCN1[C@H](COc1ccccc1)Cc1ccccc1	15.6%	0.9%	-2.3%	?	i	-23.8%	-1.1%	9.4%	24.9%&6.5%
COCCN1CCN(c2c(C)c(C)nc3cc(-c4cccc(OC)c4)nn23)CC1	30.2%	5.1%	-5.8%	-3.4%	-11.6%	3.5%	-5.7%	-5.2%	18.1%
O=C(COc1ccc(Cl)cc1)Nc1c(-c2cccs2)nc2ccccn12	?	-21.4%	?	-14.1%	2.2%	40.1%[activator]	8.4%	7.9%	7.9%[57.1 µM]
NC(=O)NCC1CC1	26.0%	2.6%	2.0%	-5.6%	-5.2%	23.9%	-0.1%	-5.8%	16.9%[57.1 µM]

Screening data: PubChem, National Center for Advancing Translational Sciences (NCATS)
